S1P4 antag = human S1P4 receptor antagonism; O95977; S1P4-expressing cells, antagonist mode, reporter read-out; inhibition, % at 4.98 µM; 220,000 compounds, 0.26% hits; AID 1510; in the data active = inhibition above about 29%;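 note: 0% = wells stimulated with agonist and 100% = vehicle wells without agonist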
S1P4 agonist = human S1P4 receptor agonism; O95977; S1P4-expressing cell line, agonist reporter assay; activation, % at 4.98 µM; 220,000 compounds, 0.35% hits; in the data active = activation above about 11%;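 note: 0% = DMSO vehicle and 100% = reference agonist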
NPY-Y2 PAM-ag = human NPY-Y2 potentiation or agonism, primary screen; P49146; cells expressing NPY-Y2, potentiator/agonist read-out; activation, % at 3.6 µM; 220,000 compounds, 0.45% hits; AID 1359; in the data active = activation above about 27%;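 note: cells stimulated with NPY near EC25 plus isoproterenol at EC100; 0% = vehicle plus submaximal agonist and 100% = vehicle plus saturating agonist; some results beyond the cut were filed as inactive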
Target sequence (P49146 whole entry, looked up): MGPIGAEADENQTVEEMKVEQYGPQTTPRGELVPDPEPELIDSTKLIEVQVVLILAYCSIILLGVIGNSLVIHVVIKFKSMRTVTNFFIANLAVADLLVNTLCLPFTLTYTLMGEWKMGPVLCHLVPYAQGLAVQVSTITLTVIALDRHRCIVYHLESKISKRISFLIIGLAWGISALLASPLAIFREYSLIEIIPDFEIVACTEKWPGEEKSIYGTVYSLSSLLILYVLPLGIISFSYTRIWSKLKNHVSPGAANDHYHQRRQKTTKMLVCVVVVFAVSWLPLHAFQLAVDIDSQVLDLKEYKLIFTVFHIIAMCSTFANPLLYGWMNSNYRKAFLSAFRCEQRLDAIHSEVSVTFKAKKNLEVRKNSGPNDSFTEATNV
Ba/F3 V617F tox = reduce viability of Ba/F3 cells dependent on JAK2V617F; 220,000 compounds, 1.1% hits; AID 1446; inhibition, % at 5.6 µM; Ba/F3 EpoR-JAK2V617F viability, ATP luminescence;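 active = inhibition above the campaign mean plus 3 SD over all tested compounds, cut at about 24% in these data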;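 note: cytokine-independent growth of Ba/F3 cells driven by EpoR plus mutant JAK2; 0% = DMSO-treated cells and 100% = JAK inhibitor I control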
BaF3 parental = parental Ba/F3 viability inhibition as JAK2V617F counter-screen; CellTiter-Glo ATP luminescence; inhibition, % at 5.6 µM; 220,000 compounds, 1.1% hits; AID 1486;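 active = inhibition above a per-campaign cutoff, the mean inhibition of all tested compounds plus 3 SD, cut at about 27% in these data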;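 note: 0% = DMSO wells and 100% = JAK Inhibitor I control wells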
NPY-Y1 antag = blocks the human neuropeptide Y Y1 receptor. P25929. HEK293-CNG Y1 cells, membrane potential fluorescence; NPY at EC95, then isoproterenol. inhibition, % at 3.6 µM. 200,000 compounds, 1% hits. AID 1040;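 active = inhibition above the campaign mean inhibition of all tested compounds plus 3 SD, cut at about 20% in these data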;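 note: 0% = DMSO wells given NPY plus isoproterenol and 100% = isoproterenol alone without NPY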
Target sequence (P25929 whole entry, looked up): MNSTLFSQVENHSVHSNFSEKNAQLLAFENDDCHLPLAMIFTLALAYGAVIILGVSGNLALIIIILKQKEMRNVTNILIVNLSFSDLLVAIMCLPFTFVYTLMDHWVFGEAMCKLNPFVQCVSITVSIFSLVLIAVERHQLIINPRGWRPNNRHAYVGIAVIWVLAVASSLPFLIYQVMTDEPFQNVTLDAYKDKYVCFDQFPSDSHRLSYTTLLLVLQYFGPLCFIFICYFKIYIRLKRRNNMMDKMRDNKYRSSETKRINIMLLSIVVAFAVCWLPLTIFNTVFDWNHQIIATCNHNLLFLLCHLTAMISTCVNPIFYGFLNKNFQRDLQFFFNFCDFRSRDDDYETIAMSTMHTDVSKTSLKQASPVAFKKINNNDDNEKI
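Material: HEK293 Y1/CNG channel cell line | Also added: NPY (25 nM), isoproterenol (1 µM), Ro 20-1724 (25 µM) | Compound: One concentration, 3.6 µM, in 0.4% DMSO | Schedule: 3 h dye uptake, 1 h room-temperature compound, 45 min post-isoproterenol | Signal: Membrane-potential fluorescent dye readout | Read-out: % inhibition of NPY effect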
RBBP9 inhibitor = inhibitors of human serine hydrolase RBBP9. O75884. recombinant RBBP9, FP-Rh probe fluorescence polarization. inhibition, % at 7.94 µM. 220,000 compounds, 0.2% hits. AID 1515;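 active = inhibition above the campaign mean of all tested compounds plus 3 SD, cut at about 14% in these data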;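 note: plate controls were DMSO wells with RBBP9 for no effect and wells lacking RBBP9 protein for full effect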
Target sequence (O75884 whole entry, looked up): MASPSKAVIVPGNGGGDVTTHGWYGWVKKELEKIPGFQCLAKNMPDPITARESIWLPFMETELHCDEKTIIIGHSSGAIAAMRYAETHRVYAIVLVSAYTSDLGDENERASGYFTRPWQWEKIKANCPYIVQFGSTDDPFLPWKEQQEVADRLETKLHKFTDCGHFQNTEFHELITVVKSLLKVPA
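system = RBBP9 protein | input = RBBP9 at 2.5 µM in dispensed solution, before mixing | measured by = fluorescence polarization (mP), excitation 525 nm, emission 598 nm | incubation = enzyme-compound preincubation 30 min, then probe labeling 45 min, 25 °C | buffer or medium = Tris-NaCl-Pluronic buffer, pH 8.0 | compound = single dose 7.94 µM | also added = FP-Rh probe, 375 nM dispensing solution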
Runt-CBFb FRET = Runt domain-CBFb interaction inhibition. Q01196+Q13951. Cerulean-Runt/Venus-CBFb FRET ratio 530/480, 1 h. inhibition, % at 20 µM. 220,000 compounds, 0.46% hits. AID 1496;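 active = inhibition over about 50% at 20 µM in the single-dose screen, limit read from the data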;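 note: 0% = DMSO wells and 100% = excess unlabeled CBFb competitor control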
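System: Cerulean-labeled Runt domain protein | Quantity: 100 nM of each labeled protein | Schedule: 1 h compound exposure, room temperature | Detection: Fluorescence energy transfer, 422 nm excitation, 530/480 nm emission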
NPY-Y1 PAM-ag = potentiators or agonists of human neuropeptide Y receptor Y1 | P25929 | NPY-Y1 expressing cells, potentiator/agonist activation | activation, % at 3.6 µM | 220,000 compounds, 0.37% hits | AID 1304; in the data active = activation above about 33%, passing the limit was not always enough;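 note: cells stimulated with NPY at EC10 then isoproterenol at EC100; 0% = low agonist plus stimulus and 100% = saturating agonist plus stimulus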
Active calls of the source: *; . = no result given; & = joins results of further samples. Rows are unselected; overall some 3.6% were active at least once.

SMILES	S1P4 antag	S1P4 agonist	NPY-Y2 PAM-ag	Ba/F3 V617F tox	BaF3 parental	NPY-Y1 antag	RBBP9 inhibitor	Runt-CBFb FRET	NPY-Y1 PAM-ag
C=CCNC(=S)Nc1cc(S(=O)(=O)N2CCOCC2)ccc1-n1cncn1	1	3.6	0	0	4	0	3	2	-8
COc1ccc(-c2[nH]ncc2C2N=C(N)Nc3nc4ccccc4n32)cc1 (configuration not stated)	-2	-2.9	-4	3	2	-2	-7	2	9
CC(C)NS(=O)(=O)c1ccc(OCC(=O)Nc2ccc(F)cc2)cc1	-14	-1.1	-1	-3	2	-6	0	0	16
CCOC(=O)c1ccc2ncc(C(=O)OCC)c(Nc3ccc(N4CCOCC4)cc3)c2c1	-9	0.5	11	0	7	6	-4	-4	2
COC(=O)c1ccc(/C=C/C(=O)c2ccc(OC)c(OC)c2)cc1	11	-0.8	11	-3	0	8	-3	0	4
CC1CCN(c2cc(C#N)c(C#N)cc2[N+](=O)[O-])CC1	-17	2.0	-26	-2	2	3	-7	0	-11
Cc1onc(-c2c(F)cccc2Cl)c1C(=O)NC(=S)Nc1c(C)n(C)n(-c2ccccc2)c1=O	-11	1.2	8	1	0	3	-4	0	-2
O=C(Nc1ccccc1)c1nnn(Cc2ccccc2)c1NC(=O)C(F)(F)F	-17	0.1	15	-1	7	6	-12	-2	2
Cc1cccc(CSc2nc(N)c(C#N)c(-c3cccs3)c2C#N)c1	-5	0.7	-37	7	4	7	-31	0	-41
Cc1c(Cl)c([N+](=O)[O-])nn1CCCC(=O)Nc1sc2c(c1C#N)CCC2	-12	-0.4	-23	2	-1	-4	1	-1	5
COc1ccc(C(=O)COC(=O)[C@H](C)Nc2ccc(C(F)(F)F)cc2[N+](=O)[O-])cc1	-7	0.1	-3	0	7	-4	-1	-10	15
Cc1ccc(NC(=S)NCCN(C2CCCCC2)C2CCCC2)cc1	6	-1.2	-18	11	11	13	-12	-3	-26
C=CCn1c(Cc2cccs2)nnc1SCC(=O)Nc1ccc(C(=O)OCC)cc1	-13	1.9	2	0	0	7	-7	-5	14
Cc1c(N(C)C(=O)c2ccc3c(c2)OCO3)c(=O)n(-c2ccccc2)n1C	4	2.2	14	-2	4	-4	-1	-4	-22
O=[N+]([O-])c1cccc(C=Nc2cc3c(cc2Br)OCCO3)c1	4	-0.8	-12	4	5	3	-11	2	-17
O=C(NCc1ccncc1)/C(=N/O)c1ccccc1	6	0.8	-2	-2	0	2	2	0	-2
CC(=O)c1ccc(N2CC(C)(C)C2=O)cc1	-24	2.3	5	4	1	0	-7	1	12
COc1ccc(CCNC(=O)CSc2nnc(-c3cccc(C)c3)o2)cc1OC	13	0.1	8	-2	7	1	-3	-1	7
Cc1onc(C(N)=O)c1C(=O)Nc1ncc(C(F)(F)F)cc1Cl	5	-0.6	-8	0	3	1	-4	0	-10
Cc1ccc(CSc2nnc(-c3ccncc3)n2N)cc1	-5	0.2	-2	-5	6	.	1	1	-6
Cc1ccc(NC(=O)COC(=O)Cn2c(C)csc2=O)cc1C	-3	0.6	2	-3	-1	1	-4	1	-8
Brc1cccc(CNc2nc3ccccc3n2CCN2CCCCC2)c1	8	0.7	-11	-5	1	.	-7	2	0
OC(COCc1ccco1)CN1CCN(c2ccccc2)CC1 (configuration not stated)	-17	0.6	-9	1	5	7	-1	-1	9
S=c1[nH]nc(-c2ccccn2)n1/N=C/c1ccc(-c2ccccc2Br)o1	-14	2.5	-4	1	2	7	8	6	-6
CC(=O)c1cc(C#N)c(SCc2ccncc2)nc1C	-4	-0.1	-4	0	6	-1	-6	4	-17

A section from the list above:
SMILES	S1P4 antag	S1P4 agonist	NPY-Y2 PAM-ag	Ba/F3 V617F tox	BaF3 parental	NPY-Y1 antag	RBBP9 inhibitor	Runt-CBFb FRET	NPY-Y1 PAM-ag
C=CCNC(=S)Nc1cc(S(=O)(=O)N2CCOCC2)ccc1-n1cncn1	1	3.6	0	0	4	0	3	2	-8
COc1ccc(-c2[nH]ncc2C2N=C(N)Nc3nc4ccccc4n32)cc1 (configuration not stated)	-2	-2.9	-4	3	2	-2	-7	2	9
CC(C)NS(=O)(=O)c1ccc(OCC(=O)Nc2ccc(F)cc2)cc1	-14	-1.1	-1	-3	2	-6	0	0	16

Remaining list, next part
SMILES	S1P4 antag	S1P4 agonist	NPY-Y2 PAM-ag	Ba/F3 V617F tox	BaF3 parental	NPY-Y1 antag	RBBP9 inhibitor	Runt-CBFb FRET	NPY-Y1 PAM-ag
Cc1cc(C(=O)CSc2nnc(N)s2)c(C)n1Cc1ccco1	4	-1.6	-14	5	6	-1	-16	0	-34
CCCOC(=O)C1=C(C)NC2=C(C(=O)CCC2)C1c1cc(OC)ccc1OC (configuration not stated)	-7	0.9	-20	0	5	7	1	3	10
NC(=O)c1ccccc1NC(=O)CCc1ccccc1	-17	0.0	2	-5	0	1	-4	-1	9
Cc1ccc(N2C(=O)SC(Cc3ccccc3)C2=O)cc1 (configuration not stated)	-6	0.0	-35	-7	-3	.	1	27	11
CCOC(=O)Nc1ccc2c(c1)N(C(=O)OCCN(C)C)c1ccccc1CC2	13&6	6.2&0.0	-1&5	-3&-2	0&0	0&-1	1&3	-1&1	-7&9
COc1cc2c(cc1OC)CN(C(=O)CCN1C(=O)C3CCCCC3C1=O)CC2 (configuration not stated)	6	0.5	-4	-2	1	3	2	0	-6
COc1ccc(OCC(=O)Nc2ccc(S(=O)(=O)N3CCCCCC3)cc2)cc1	8	-0.4	-2	-4	1	6	2	0	1
Nc1c(S(=O)(=O)c2cc(Cl)ccc2Cl)c2nc3ccccc3nc2n1CCN1CCOCC1	0	-2.0	2	1	3	-8	2	-2	22
CCOC(=O)C1CCCN(Cc2nc3ccc([N+](=O)[O-])cc3c(=O)n2-c2ccc(OC)cc2OC)C1 (configuration not stated)	-22	0.4	-1	-3	3	-2	-6	-1	10
O=C(/C=C/c1ccco1)NCc1ccco1	9	1.0	-10	-4	1	.	-13	0	7
Cc1ccnc(NS(=O)(=O)c2cccs2)c1	-7	0.9	10	-4	-1	0	-4	-1	-42
CN(C)CC#Cc1cncc(C(=O)NNC(=O)Nc2ccc(Cl)cc2)c1	-2	-1.4	2	-5	5	.	8	4	-5
O=[N+]([O-])c1cc(S(=O)(=O)N2CCCC2)ccc1N/N=C1/CCCc2ccccc21	2	0.7	-7	-2	6	-4	-6	-2	-10
O=C(NCc1ccccc1)C(c1cccs1)N(C(=O)c1csnn1)C1CC1 (configuration not stated)	-10	0.3	4	-2	10	-2	0	-1	1
CN(C)S(=O)(=O)c1cc(C(=O)O)c(NC2CCCCC2)cc1Cl	3	-0.8	-11	5	7	0	2	-1	-1
CCOc1cccc(C(=O)Nc2ccc3oc(Cc4ccc(Cl)cc4)nc3c2)c1	-4	2.7	-26	-6	-1	-7	-2	1	22
COC(=O)c1c(-c2cccs2)csc1NC(=O)c1cccnc1	4	0.6	-11	5	4	1	-13	-8	-17
S=C(NCCc1ccccn1)Nc1ccccc1	-7	-2.3	-3	1	5	1	-10	3	-11
C=C(C)CNC(=S)NN=C1c2ccccc2-c2ccccc21	-9	-0.1	-37	3	8	33*	-6	-1	-54
Cc1cc(O)c(C(C)C)cc1N=Cc1ccccc1O	-13	-1.2	-14	1	0	.	6	31	8
COc1cccc(NC(=O)C2CC(=O)n3cnnc3S2)c1 (configuration not stated)	-3	-1.1	-19	-1	1	6	0	9	-8
COc1ccc(-c2noc(COc3ccc(C)c(C)c3)n2)cc1OC	-25	0.2	-38	2	-1	8	-8	-4	-50
CN(C)CCCN=c1cc(-c2ccccc2)oc2ccc(Cl)cc12	-10	-0.7	5	-3	-1	8	7	3	10

Exported with each value named: four of the compounds above.
Cc1cc(O)c(C(C)C)cc1N=Cc1ccccc1O
  S1P4 antag: -13; S1P4 agonist: -1.2; NPY-Y2 PAM-ag: -14; Ba/F3 V617F tox: 1; BaF3 parental: 0; NPY-Y1 antag: .; RBBP9 inhibitor: 6; Runt-CBFb FRET: 31; NPY-Y1 PAM-ag: 8
COc1cccc(NC(=O)C2CC(=O)n3cnnc3S2)c1 (configuration not stated)
  S1P4 antag: -3; S1P4 agonist: -1.1; NPY-Y2 PAM-ag: -19; Ba/F3 V617F tox: -1; BaF3 parental: 1; NPY-Y1 antag: 6; RBBP9 inhibitor: 0; Runt-CBFb FRET: 9; NPY-Y1 PAM-ag: -8
COc1ccc(-c2noc(COc3ccc(C)c(C)c3)n2)cc1OC
  S1P4 antag: -25; S1P4 agonist: 0.2; NPY-Y2 PAM-ag: -38; Ba/F3 V617F tox: 2; BaF3 parental: -1; NPY-Y1 antag: 8; RBBP9 inhibitor: -8; Runt-CBFb FRET: -4; NPY-Y1 PAM-ag: -50
CN(C)CCCN=c1cc(-c2ccccc2)oc2ccc(Cl)cc12
  S1P4 antag: -10; S1P4 agonist: -0.7; NPY-Y2 PAM-ag: 5; Ba/F3 V617F tox: -3; BaF3 parental: -1; NPY-Y1 antag: 8; RBBP9 inhibitor: 7; Runt-CBFb FRET: 3; NPY-Y1 PAM-ag: 10

From PubChem BioAssay
